ROS inducer – inducers of reactive oxygen species in cancer cells. U2OS ROS induction, H2DCF-DA fluorescence. ROS induction (% of piperlongumine), % at 10 µM. actives 2% (n = 46,000); in the data active means ROS induction above about 79%, passing the limit was not always enough;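 further: 0% = DMSO vehicle median and 100% = reference compound median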
* hit, by the source's call. An excerpt; count on the stated rates, not on these rows.

Start of the data: the first 4 entries, ahead of the listing:
SMILES	ROS inducer
COC(=O)[C@H]1COC(c2ccc(OCCCO)cc2)=N1	-3
COCCn1c(-c2ccccc2)nc(=S)c2c1CC(C)(C)OC2	16
CC(C)NC(=O)Nc1ccc2c(c1)C(=O)N([C@H](C)CO)C[C@H](C)[C@H](CN(C)C(=O)Nc1cccc3ccccc13)OCCCC[C@@H](C)O2	9
Cc1noc(C)c1S(=O)(=O)Nc1cccc2c1O[C@H](CN(C)C(=O)NC(C)C)[C@H](C)CN([C@H](C)CO)C2=O	2

The listing, from the start:
SMILES	ROS inducer
COC(=O)[C@H]1COC(c2ccc(OCCCO)cc2)=N1	-3
COCCn1c(-c2ccccc2)nc(=S)c2c1CC(C)(C)OC2	16
CC(C)NC(=O)Nc1ccc2c(c1)C(=O)N([C@H](C)CO)C[C@H](C)[C@H](CN(C)C(=O)Nc1cccc3ccccc13)OCCCC[C@@H](C)O2	9
Cc1noc(C)c1S(=O)(=O)Nc1cccc2c1O[C@H](CN(C)C(=O)NC(C)C)[C@H](C)CN([C@H](C)CO)C2=O	2
CCOC(=O)CSc1n[nH]c(-c2ccc(Cl)cc2)n1	6
C[C@@H]1CN([C@@H](C)CO)C(=O)c2cc(NC(=O)Nc3ccc4c(c3)OCO4)ccc2O[C@@H]1CN(C)C(=O)Nc1ccc(F)cc1	-6
C[C@@H]1CN([C@@H](C)CO)C(=O)c2cccc(NS(C)(=O)=O)c2O[C@H]1CN(C)Cc1ccc(C(=O)O)cc1	-6
COc1ccc(NC(=O)Nc2ccc3c(c2)C(=O)N([C@@H](C)CO)C[C@H](C)[C@H](CN(C)Cc2ccc(C(=O)O)cc2)O3)cc1	8
C[C@@H]1CN([C@H](C)CO)C(=O)c2cccc(NC(=O)c3cnccn3)c2O[C@H]1CN(C)Cc1ccc(Oc2ccccc2)cc1	21
C[C@@H]1CN([C@H](C)CO)C(=O)Cc2cc(NS(=O)(=O)c3ccccc3)ccc2O[C@H]1CN(C)C(=O)Nc1cccc2ccccc12	98*
COc1nc(Oc2ccc(/C=N/O)cc2)nc(N(C)C)n1	-8
C[C@@H]1CN([C@H](C)CO)C(=O)Cc2cc(N(C)C)ccc2O[C@H]1CN(C)Cc1ccc(Oc2ccccc2)cc1	54
COc1ccccc1-c1nnc(SCC(=O)c2ccc(Cl)cc2)n1-c1ccccc1	6
COC(=O)c1ccccc1S(=O)(=O)/C(C#N)=C/Nc1nc(C)cc(C)n1	42
C[C@H]1CN([C@@H](C)CO)C(=O)c2cccc(NC(=O)NC3CCCCC3)c2O[C@H]1CN(C)Cc1ccc(Oc2ccccc2)cc1	33
O=C(COc1cccc(C(F)(F)F)c1)NCc1cccnc1	-3
Cc1cc(N)n(-c2ccccc2C(=O)O)n1	-6
CNC(=O)C1=C[C@@H](c2ccc(OC)cc2)C[C@@H](OCCCCO)O1	10
CCOC(=O)C1=C(C)NC(=O)NC1C (stereo unspecified)	-7
O=S(=O)(Nc1ccc(-c2nc3cccnc3s2)cc1)c1ccccc1	1
C[C@H](CO)N1C[C@H](C)[C@H](CN(C)Cc2ccc(C(F)(F)F)cc2)Oc2ccc(NC(=O)CCCCCC(=O)Nc3ccccc3N)cc2C1=O	-3
C[C@H]1CN([C@@H](C)CO)C(=O)c2cc(NC(=O)Cc3cn(C)c4ccccc34)ccc2O[C@@H]1CN(C)Cc1ccc(-c2ccccc2)cc1	153*
Cc1ccc(S(=O)(=O)NC2(C(=O)O)CCCCC2)cc1	-4
COC(=O)C(Cc1ccccc1)NC(=O)c1ccccc1 (stereo unspecified)	-8
C[C@]1(O)CC[C@@H]2C(C(=O)O)=CO[C@@H](O[C@@H]3O[C@H](COC(=O)c4ccc(O)cc4)[C@@H](O)[C@H](O)[C@H]3O)[C@@H]21	-10

(continued)
SMILES	ROS inducer
C[C@H](CO)N1C[C@H](C)[C@H](CN(C)S(=O)(=O)c2ccc(Cl)cc2)Oc2c(NC(=O)c3ccncc3)cccc2C1=O	-5
Cc1noc(C)c1NC(=O)N(C)C[C@@H]1Oc2ccc(NC(=O)CCC(F)(F)F)cc2C(=O)N([C@@H](C)CO)C[C@@H]1C	21
C[C@H](CO)N1C[C@H](C)[C@@H](CN(C)Cc2ccc(-c3ccccc3)cc2)Oc2c(NC(=O)c3ccncc3)cccc2C1=O	149*
C[C@@H]1CN([C@@H](C)CO)C(=O)c2cc(N(C)C)ccc2O[C@H]1CN(C)C(=O)Nc1ccccc1	-19
CN1C(=O)/C(=C\c2ccccc2C(F)(F)F)SC1=S	19
O=C(O)CN(c1cccc(Br)c1)S(=O)(=O)c1ccccc1	-9
COc1cccc(CNCCSc2nnnn2C)c1	-11
C[C@H](CO)N1C[C@H](C)[C@H](CN(C)Cc2ccc(C(=O)O)cc2)Oc2ccc(NC(=O)Nc3ccccc3)cc2C1=O	-8
CN(CC(=O)Nc1ccccc1C(=O)N1CCCCC1)S(=O)(=O)c1ccc2ccccc2c1	-4
C[C@@H]1CN([C@@H](C)CO)C(=O)CCCn2cc(nn2)CO[C@@H]1CN(C)Cc1ccc(Cl)c(Cl)c1	3
CCOc1cc(-c2nc(-c3cc4cc(C)ccc4nc3OC)no2)cc(OCC)c1OCC	-7
CC1(C)CC(=O)C2=C(C1)OC(N)=C(C#N)C21C(=O)N(CO)c2ccccc21 (stereo unspecified)	-3
C[C@@H]1CN([C@@H](C)CO)C(=O)c2cc(N(C)C)ccc2O[C@H]1CN(C)C(=O)Nc1ccc2c(c1)OCO2	-9
CC(C)=CCC/C(C)=C/CC/C(C)=C/CSc1ncn[nH]1	7
FC(F)(F)c1cc(Oc2ccc(Cl)cc2)c2cc(Cl)ccc2n1	-2
CC(C)NC(=O)Nc1ccc2c(c1)C(=O)N([C@H](C)CO)C[C@H](C)[C@H](CN(C)S(=O)(=O)c1ccc(Cl)cc1)O2	5
COc1ccc(C2CC(C)=NN2C=O)cc1OC (stereo unspecified)	23
Cc1nnc(SCC(=O)Nc2cccc(C(F)(F)F)c2)s1	-10
C[C@@H]1CN([C@H](C)CO)C(=O)c2cccc(NS(=O)(=O)c3ccc(F)cc3)c2O[C@@H]1CN(C)C(=O)Nc1ccc2c(c1)OCO2	-6
COc1cc(C2c3cc(O[C@@H]4O[C@H](CO)[C@@H](O)[C@H](O)[C@H]4O)c(OC)cc3CC(CO)C2CO)ccc1O (stereo partly specified)	3
O=C(NCCNc1ncc(C(F)(F)F)cc1Cl)C(F)(F)Sc1ccccc1	-5
CCOC(=O)CSc1n[nH]c(=S)s1	32
C[C@@H]1CCCCO[C@H](CN(C)Cc2ccc(C(=O)O)cc2)[C@@H](C)CN([C@H](C)CO)C(=O)c2cc(NS(C)(=O)=O)ccc2O1	-7
C[C@@H]1CN([C@@H](C)CO)C(=O)c2cc(NC(=O)CCN3CCOCC3)ccc2O[C@@H]1CN(C)Cc1ccncc1	1
C[C@@H]1CN([C@H](C)CO)C(=O)Cc2cc(NC(=O)CCC(F)(F)F)ccc2O[C@@H]1CN(C)Cc1ccc(C(F)(F)F)cc1	8

Following part
SMILES	ROS inducer
CSc1cccc(NC(=O)CSc2ncn(-c3ccccc3)n2)c1	1
COc1ccc(NC(=O)N(C)C[C@@H]2Oc3ccc(NC(=O)NC4CCCCC4)cc3CC(=O)N([C@H](C)CO)C[C@H]2C)cc1	-9
CCc1ccccc1NC(=O)CSc1nc2cc(C(F)(F)F)ccc2s1	-8
C[C@@H]1CN([C@H](C)CO)C(=O)c2cccc(NC(=O)c3cnccn3)c2O[C@H]1CN(C)C	-8
CC(C)C(NC(=O)c1ccc(CN2CCN(c3ccccc3)CC2)cc1)C(C)C	-3
Cc1ccc(S(=O)(=O)Nc2ccc3c(c2)CC(=O)N([C@H](C)CO)C[C@@H](C)[C@H](CN(C)C)O3)cc1	1
COc1ccccc1N(CC(=O)Nc1ccc(F)c(F)c1)S(C)(=O)=O	-1
CCN1CCN(c2ccc(NC(=O)/C=C/c3ccccc3)cc2)CC1	35
Cc1noc(C)c1S(=O)(=O)Nc1ccc2c(c1)C(=O)N([C@@H](C)CO)C[C@@H](C)[C@@H](CN(C)Cc1ccc(C(F)(F)F)cc1)O2	14
COc1cccc(NC(=O)Cn2ncc3c4ccccc4n(C)c3c2=O)c1	-9
C[C@@H]1CN([C@H](C)CO)C(=O)c2cc(NS(=O)(=O)c3ccccc3)ccc2O[C@H]1CN(C)Cc1ccc(C(=O)Nc2ccccc2N)cc1	3
CCOc1ccc(NC(=O)CSc2nccc(C)n2)cc1	-6
C[C@@H]1CN([C@@H](C)CO)C(=O)c2cc(NS(=O)(=O)c3ccc(Cl)cc3)ccc2O[C@H]1CN(C)Cc1ccc(C(F)(F)F)cc1	24
O=C(CNC(=O)c1ccc(Br)cc1)NC1=NCCS1	-4
C[C@H]1CN([C@@H](C)CO)C(=O)c2cc(NC(=O)C3CCCCC3)ccc2O[C@H]1CN(C)C(=O)Nc1ccccc1	3
CC(C)NC(=O)N(C)C[C@@H]1Oc2ccc(NC(=O)CCN3CCOCC3)cc2CC(=O)N([C@H](C)CO)C[C@H]1C	-6
OCc1ccccc1O[C@@H]1O[C@H](CO)[C@@H](O)[C@H](O)[C@H]1O	-6
CS(=O)(=O)N(CC(=O)Nc1cccc2ccccc12)c1ccc(F)c(Cl)c1	-4
NC(=O)/C(=C/c1ccc2c(c1)OCO2)NC(=O)c1ccc(Br)cc1	3
NC(=O)c1c(C(F)(F)F)cc(-c2ccccc2)nc1NCCO	-5
C[C@@H]1CCCCO[C@@H](CN(C)C(=O)Nc2ccc3c(c2)OCO3)[C@@H](C)CN([C@H](C)CO)C(=O)c2cc(NC(=O)c3ccncc3)ccc2O1	-2
O=C(NO)c1ccc(C(=O)N/N=C/c2ccncc2Br)cc1	-18
COc1cccc(OCCNS(=O)(=O)c2cccc([N+](=O)[O-])c2)c1	-10
Cc1ccc(S(=O)(=O)Nc2ccc3c(c2)CC(=O)N([C@H](C)CO)C[C@@H](C)[C@@H](CN(C)C(=O)Nc2ccccc2)O3)cc1	-10
C[C@@H]1CN([C@@H](C)CO)C(=O)c2cc(NC(=O)Cc3cn(C)c4ccccc34)ccc2O[C@H]1CN(C)Cc1ccc(C(=O)O)cc1	-14

Part of the list above, field by field:
mol: NC(=O)c1c(C(F)(F)F)cc(-c2ccccc2)nc1NCCO
  ROS inducer = -5
mol: Cc1noc(C)c1S(=O)(=O)Nc1ccc2c(c1)C(=O)N([C@@H](C)CO)C[C@@H](C)[C@@H](CN(C)Cc1ccc(C(F)(F)F)cc1)O2
  ROS inducer = 14
mol: COc1ccc(NC(=O)N(C)C[C@@H]2Oc3ccc(NC(=O)NC4CCCCC4)cc3CC(=O)N([C@H](C)CO)C[C@H]2C)cc1
  ROS inducer = -9
mol: CCN1CCN(c2ccc(NC(=O)/C=C/c3ccccc3)cc2)CC1
  ROS inducer = 35

Continuation:
SMILES	ROS inducer
Cc1noc(C)c1S(=O)(=O)Nc1cccc2c1O[C@H](CN(C)Cc1ccc(C(=O)O)cc1)[C@H](C)CN([C@@H](C)CO)C2=O	10
COc1ccc(/C=C/C(=O)Nc2ccc(N3CCOCC3)c(Cl)c2)cc1	9
Cc1ccc(S(=O)(=O)Nc2ccc3c(c2)CC(=O)N([C@H](C)CO)C[C@@H](C)[C@H](CN(C)C(=O)Nc2cccc4ccccc24)O3)cc1	-3
COC(=O)C(C(C)C)N1C(=O)C2C3C=CC(C3)C2C1=O (stereo unspecified)	-5
CCC(C)NC(=O)c1csc2c1CCCC2 (stereo unspecified)	41
COC(=O)c1c(NC(=O)CSc2ncnc3sc(C)c(C)c23)sc(C)c1C	-2
Cc1ccc(S(=O)(=O)N(C)C[C@H]2Oc3c(NC(=O)c4nc5ccccc5s4)cccc3C(=O)N([C@@H](C)CO)C[C@@H]2C)cc1	45
CNC[C@H]1Oc2c(NC(=O)Nc3ccc(F)cc3)cccc2C(=O)N([C@@H](C)CO)C[C@H]1C	11
COc1ccc(CC(=O)N2CCC(c3ccccc3)C2)cc1 (stereo unspecified)	0
COc1ccc(S(=O)(=O)Nc2ccc3c(c2)C(=O)N([C@H](C)CO)C[C@H](C)[C@@H](CN(C)Cc2ccncc2)O3)cc1	-1
CCOC(=O)N1CCN(C(=O)c2cnn3ccccc23)CC1	7
COc1ccc(S(=O)(=O)Nc2ccc3c(c2)C(=O)N([C@H](C)CO)C[C@@H](C)[C@H](CN(C)Cc2ccc(C(=O)Nc4ccccc4N)cc2)O3)cc1	3
COc1ccc(CC(=O)Sc2nc3ccccc3o2)cc1	10
C[C@@H]1CN([C@@H](C)CO)C(=O)c2cccc(NC(=O)Nc3ccccc3)c2O[C@H]1CN(C)CC1CC1	-1
C[C@H]1CN([C@@H](C)CO)C(=O)c2cc(NS(=O)(=O)c3ccc(Cl)cc3)ccc2O[C@H]1CN(C)Cc1ccc2c(c1)OCO2	16
C[C@H]1CN([C@@H](C)CO)C(=O)c2cccc(NC(=O)Nc3ccc(C(F)(F)F)cc3)c2O[C@H]1CN(C)CC1CC1	4
COC(=O)c1ccc(NC(=O)CSC(=S)N2CCOCC2)cc1	0
Cc1noc(C)c1NC(=O)N(C)C[C@@H]1Oc2ccc(NS(=O)(=O)c3cccs3)cc2C(=O)N([C@@H](C)CO)C[C@H]1C	2
CCc1ccc(CNC(=O)c2ccc(Sc3ccc(C)cc3)c(NC(C)=O)c2)cc1	0
CCc1nc(SCC(=O)Nc2ccc(Br)cc2)n[nH]1	-29
C[C@H]1CN([C@@H](C)CO)C(=O)CCCn2nncc2CO[C@@H]1CN(C)Cc1cccc2c1OCCCO2	-12
CCn1c(=O)c(=O)n(CC)c2cc(S(=O)(=O)NC3CCCCC3)ccc21	-2
O=C(Nc1ccc(S(=O)(=O)Nc2nccs2)cc1)C1CC(=O)N(c2ccccc2)C1 (stereo unspecified)	-7
Cc1noc(C)c1NC(=O)N(C)C[C@H]1Oc2c(NC(=O)C3CC3)cccc2C(=O)N([C@@H](C)CO)C[C@H]1C	-11
C[C@@H]1CCCCO[C@@H](CN(C)C(=O)c2ccncc2)[C@@H](C)CN([C@H](C)CO)C(=O)c2cc(NC(=O)c3ccncc3)ccc2O1	21

As a short view, some entries already given.
SMILES	ROS inducer
Cc1noc(C)c1S(=O)(=O)Nc1cccc2c1O[C@H](CN(C)Cc1ccc(C(=O)O)cc1)[C@H](C)CN([C@@H](C)CO)C2=O	10
COc1ccc(/C=C/C(=O)Nc2ccc(N3CCOCC3)c(Cl)c2)cc1	9
Cc1ccc(S(=O)(=O)Nc2ccc3c(c2)CC(=O)N([C@H](C)CO)C[C@@H](C)[C@H](CN(C)C(=O)Nc2cccc4ccccc24)O3)cc1	-3

Source: PubChem BioAssay (Broad Institute)
